High-throughput results: PubChem BioAssay, several laboratories
PKA-R2B act: activators of PKA-R2B holoenzyme, primary screen, biochemical, fluorescence polarization, Cy5-IP20, human; AID 504700, 2011; PKA-R2B holoenzyme dissociation; R2B truncated from residue 108, S112A mutant; 0% DMSO only, 100% 113 µM cGMP; activation, % at 11.4 µM; cAMP-dependent protein kinase catalytic subunit beta (Homo sapiens) + cAMP-dependent …; actives 0.079% (n = 340,000);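 active = activation above a cutoff set at the mean over all compounds plus 3 SD, cut at about 18% in these data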;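 note: higher means more holoenzyme dissociation and a rise in polarization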
PKA-R1A act: activators of PKA-R1A holoenzyme, primary screen, biochemical, fluorescence polarization, Cy5-IP20, bovine R1A, mouse PKAc; actives 0.083% (n = 340,000); PKA-R1A dissociation; scaled: DMSO 0%, 113 µM cGMP 100%; activation, % at 11.4 µM; cAMP-dependent protein kinase type I-alpha regulatory subunit (Bos taurus) + …;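 active = percent activation above the mean of all tested compounds plus 3 SD, cut at about 19% in these data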;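 note: higher means more PKAc released from R1A so a rise in polarization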
SR-BI HDL uptake: inhibitors of SR-BI mediated HDL lipid uptake, primary screen, ldlA[mSR-BI] cells, fluorescence, single point. inhibition, % at 12.5 µM. Scavenger receptor class B member 1 (Mus musculus), Q61009. AID 488896, 2010. ldlA[mSR-BI] CHO cells, DiI-HDL uptake fluorescence, 3 h. actives 0.96% (n = 320,000);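 active = mean replicate inhibition of at least 70% and a set share of replicates each scoring 70 or more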;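 note: 0% = median of neutral control wells and 100% = median of positive control wells; values of inactives mirror those of a sister screen read the other way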
dFosB activator: activators of delta FosB homodimer, primary screen, biochemical, fluorescence polarization, TAMRA-CDK5 oligo, single point | purified delta FosB; percent of positive-control signal above neutral wells | actives 0.99% (n = 340,000) | AID 493131, 2011 | activation, % at 25 µM;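 active = mean activation above about 17%, with every replicate also reaching it, limit read from the data, passing the limit was not always enough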;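 note: fluorescence polarization rise as delta FosB binds a TAMRA Cdk5 AP-1 oligo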
CDK5 p35 inh: inhibitors of human CDK5/p35 kinase, primary screen, biochemical, single concentration | Cyclin-dependent kinase 5 (Homo sapiens) + Cyclin-dependent kinase 5 activator 1 (Homo … | Recombinant CDK5/p35, ADP-Glo luminescence, 60 min | inhibition, % at 10 µM | actives 0.01% (n = 330,000) | AID 488839, 2010;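 active = highest replicate inhibition of at least 50% and at least 75% of replicates reaching 50%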;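 note: plate controls were DMSO neutral control for no effect and GW8510 at 10 µM for full effect; many of its hits are not listed in these tables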
NSD2 inh: NSD2 histone methyltransferase inhibitors, primary screen, biochemical, AlphaScreen, single concentration, set 2; Histone-lysine N-methyltransferase NSD2 (Homo sapiens), O96028; NSD2 peptide methylation, 120 min; inhibition, % at 12.5 µM; actives 0.54% (n = 310,000); AID 743445, 2014; in the data active = inhibition above about 50%
Arr AP2 block: inhibitors of beta-arrestin/AP2 binding, primary screen, biochemical, GPCR trafficking, flow cytometry; beta-arrestin 1 C-terminal peptide binding to AP2 beta2-adaptin appendage (human); FITC-arrestin peptide / GST-AP2 beads; AP2 beta2 appendage carries R879A mutation; inhibition, % at 10 µM; actives 0.31% (n = 340,000);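 active = inhibition above a set limit, near 3 SD of compounds lacking own fluorescence, cut at about 54% in these data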;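 note: plate controls were DMSO wells for no effect and 5 µM unlabelled arrestin peptide for full effect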
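System: GST-AP2 R879A bound to glutathione beads, E. coli-expressed. Also added: 50 nM FITC-arrestin peptide. Schedule: compound with beads 12 min RT, then probe 1 h RT. Signal: bead flow cytometry, FITC channel. Read-out basis: percent response.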
MITF TRPM1 HTS: activators of MITF-driven TRPM1 promoter reporter, primary screen, cell-based, SK-MEL-5, luciferase, single point. SK-MEL-5 TRPM1-promoter luciferase, 24 h; % of positive control, neutral wells = 0. activation, % at 12.5 µM. actives 0.75% (n = 300,000). AID 588334, 2011;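 active = mean activation of at least 80% with every replicate also reaching 80%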;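 note: 0% = neutral control wells and 100% = parthenolide positive control wells; values of inactives mirror those of a sister screen read the other way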
Pemphigus Ab inh: inhibitors of pemphigus antibody binding to DSG3, primary screen, biochemical, bead-based, flow cytometry, scFv-GFP; Desmoglein-3 (Homo sapiens), P32926; DSG3-coupled beads, scFv-anti-DSG3-GFP binding; active compounds read low; binding (percent of control), % at 10 µM; actives 0.48% (n = 310,000); AID 588358, 2011;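 active = binding more than 3 SD below its plate's average and above zero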;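 note: hits lower antibody fragment binding to DSG3; some compounds called inactive have numbers as strong as hits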
Target sequence (P32926 whole entry, looked up, the tested form may be a part): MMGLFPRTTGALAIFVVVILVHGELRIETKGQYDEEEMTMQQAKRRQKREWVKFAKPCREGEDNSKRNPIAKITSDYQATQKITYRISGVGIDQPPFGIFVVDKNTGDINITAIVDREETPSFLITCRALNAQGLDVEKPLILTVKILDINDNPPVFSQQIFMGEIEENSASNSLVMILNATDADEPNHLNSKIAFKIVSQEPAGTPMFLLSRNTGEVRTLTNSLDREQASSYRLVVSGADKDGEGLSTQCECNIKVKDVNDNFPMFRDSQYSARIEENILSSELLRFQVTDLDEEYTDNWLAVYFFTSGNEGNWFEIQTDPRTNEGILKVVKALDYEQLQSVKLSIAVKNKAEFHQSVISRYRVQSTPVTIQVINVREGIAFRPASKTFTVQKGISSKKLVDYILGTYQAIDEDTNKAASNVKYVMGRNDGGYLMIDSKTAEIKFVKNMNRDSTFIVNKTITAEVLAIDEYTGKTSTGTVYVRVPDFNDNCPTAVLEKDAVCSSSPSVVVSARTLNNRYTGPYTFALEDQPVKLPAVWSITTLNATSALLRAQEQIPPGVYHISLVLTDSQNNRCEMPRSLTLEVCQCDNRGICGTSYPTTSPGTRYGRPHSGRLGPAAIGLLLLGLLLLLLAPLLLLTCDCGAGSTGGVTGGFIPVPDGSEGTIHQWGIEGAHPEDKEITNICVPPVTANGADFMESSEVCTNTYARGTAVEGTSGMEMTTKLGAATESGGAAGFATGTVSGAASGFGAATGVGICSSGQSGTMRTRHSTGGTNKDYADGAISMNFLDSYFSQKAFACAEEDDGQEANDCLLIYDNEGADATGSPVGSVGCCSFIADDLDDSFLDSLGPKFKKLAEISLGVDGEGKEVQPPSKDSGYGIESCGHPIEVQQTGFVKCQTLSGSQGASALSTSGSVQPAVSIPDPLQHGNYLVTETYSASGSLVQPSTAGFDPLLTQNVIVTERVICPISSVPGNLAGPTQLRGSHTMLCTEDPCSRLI
SR-BI DiI-HDL act: activators of SR-BI mediated DiI-HDL uptake, primary screen, ldlA[mSR-BI] CHO cells, DiI fluorescence; 3 h; 100 = double the neutral-control signal; activation, % at 12.5 µM; actives 0.096% (n = 320,000); AID 504775, 2011;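 active = mean replicate activation of at least 60% and every replicate at or above 60%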;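 note: 0% = median plate neutral-control signal and 100% = twice that signal; values of inactives mirror those of a sister screen read the other way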
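Test system: SR-BI-overexpressing, LDLR-lacking CHO cells. Measured by: DiI fluorescence, bottom read. Medium: Ham's F12 with 0.5% BSA, HEPES 25 mM, pH 7.4. Timing: 3 h uptake period with compound, 37 °C.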
Mot1-301 SUMO: yeast Mot1-301 growth rescue at high temperature, primary screen, SUMOylation pathway inhibitor project, S. cerevisiae, ATP luminescence, 38.5C; S. cerevisiae Mot1-301 growth rescue; percent above DMSO median, 100 means doubled; growth rescue, % at 18.8 µM; actives 1% (n = 320,000);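 active = every valid replicate shows activation above 250% relative to neutral control wells; inactive = the rest, any valid replicate at or below 250%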;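 note: OY570 slx delta 5 strain wells were the positive control but not used for scaling; some compounds called inactive have numbers as strong as hits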
Active calls of the source: *; · = not tested or not shown; + = active, no number.

SMILES | PKA-R2B act | PKA-R1A act | SR-BI HDL uptake | dFosB activator | CDK5 p35 inh | NSD2 inh | Arr AP2 block | MITF TRPM1 HTS | Pemphigus Ab inh | SR-BI DiI-HDL act | Mot1-301 SUMO
COc1ccc(C(=O)NNc2ccccc2)cc1 | -19 | -6 | -3 | 4 | 0.0 | -2 | -4 | 5 | 101 | 3 | 177
NC(N)=N/N=C/c1ccc(OCc2ccccc2)c(OCc2ccccc2)c1 | -9 | -9 | · | -311 | -1.0 | 27 | 18 | -82 | 115 | · | 6
COC(=O)c1ccc(Cn2cnc3ccccc3c2=O)cc1 | -2 | -1 | -26 | -2 | -0.6 | -5 | -4 | · | 100 | 26 | 5
COc1ccccc1S(=O)(=O)c1ccccc1[N+](=O)[O-] | 1 | 0 | -3 | 1 | -0.8 | 1 | 1 | 8 | 118 | 3 | -14
O=C(NC1CCCCC1)C12CC3CC(C1)CC(n1cncn1)(C3)C2 | 13 | 3 | 0 | 4 | -0.1 | 0 | 31 | 3 | 100 | 0 | 3
CCCCN1C2=NC(c3ccccc3)CN2c2ccccc21 (configuration not stated) | -2 | -5 | -2 | 3 | 0.0 | 0 | 46 | 0 | 101 | 2 | -11
O=c1[nH]cnc2scc(-c3ccc(Br)cc3)c12 | 4 | -1 | -10 | 7 | 3.6 | -2 | 33 | 17 | 100 | 10 | -10
CC1CCN(C(=O)CN2C(=O)COc3ccc(Cl)cc32)CC1 | -14 | -10 | -2 | -9 | -0.9 | -3 | -2 | 7 | 109 | 2 | -8
CC(C)c1ccc(CNC(=O)C(=O)NCCCn2ccnc2)cc1 | -9 | -17 | -43 | -3 | -0.1 | -1 | 15 | -20 | 114 | 43 | -6
Cc1cccc(NC(=O)/C=C/c2cccs2)n1 | 7 | -11 | 6 | -11 | -1.1 | 0 | 3 | 104* | 102 | -6 | -7
O=C(NCCCn1ccnc1)C1CCCN(S(=O)(=O)c2cc(Cl)ccc2Cl)C1 (configuration not stated) | -1 | 8 | · | -5 | 0.6 | -3 | 5 | 0 | · | · | -1
Cc1cccc(N(CC(=O)NC2CCCC2)C(=O)CCC(=O)Nc2ccccn2)c1 | -6 | 3 | · | 1 | -2.9 | · | -4 | -14 | 117 | · | -3
O=C(CCl)Nc1ccc(Sc2ccc(NC(=O)CCl)cc2)cc1 | -8 | -10 | 8 | 13 | -0.7 | · | 5 | -87 | 102 | -8 | ·
CCOc1ccc(C2C(C(=O)c3cccs3)=C(O)C(=O)N2Cc2cccnc2)cc1 (configuration not stated) | -14 | -10 | 1 | -5 | 7.8 | 2 | 22 | 42 | 106 | -1 | -6
CCOc1ccccc1N(CC(=O)NC(C)(C)C)C(=O)Cn1nnc(-c2ccc(C)o2)n1 | -1 | 2 | 4 | -6 | -2.1 | 12 | 16 | -3 | · | -4 | 5
COc1cccc(-c2c(C(=O)N/N=C/c3cccs3)nnn2-c2nonc2N)c1 | 11 | -7 | 17 | -16 | 4.7 | 0 | 1 | 13 | · | -17 | 13
CCOC(=O)c1cc(CC)sc1NC(=O)c1cccc(N2C(=O)CCC2=O)c1 | -5 | -4 | -20 | 6 | -2.4 | 0 | -4 | 4 | 114 | 20 | -12
OC1CCN(Cc2ccc(OCc3ccccc3)cc2)CC1 | -8 | 3 | -7 | 1 | 0.6 | 9 | 7 | · | 112 | 7 | 86
C=CCOc1ccc(Br)cc1CNCC | 1 | 0 | -16 | -11 | -0.4 | · | 18 | 13 | 105 | 16 | 6
CCCCn1c(N)c(N(CCOC)C(=O)c2sc3ccccc3c2Cl)c(=O)[nH]c1=O | -3 | 1 | 11 | -5 | -2.6 | 0 | -7 | 0 | 123 | -11 | -9
COc1ccc(/C=N/Nc2nc(-c3cccnc3)nc3ccccc23)c(OC)c1 | -8 | -26 | 45 | -6 | -6.0 | -5 | 9 | · | 108 | -45 | 325
CCn1c(=S)sc2c(=O)n(CC(=O)NCCCc3ccccc3)c(C)nc21 | -2 | -2 | -12 | 10 | -0.7 | -2 | 0 | 1 | 99 | 12 | -5
COc1cc(NC(=O)NS(=O)(=O)c2ccc(C)cc2)cc(OC)c1 | -7 | -4 | -20 | -4 | 0.9 | 1 | 18 | -3 | 105 | 20 | 3
CCOc1ccc(/C(O)=C/C(=O)C(=O)Nc2ccc(S(=O)(=O)NC(C)=O)cc2)cc1 | -8 | 4 | -14 | 3 | 1.2 | 0 | 9 | 8 | · | 14 | -18
CC(NC(=O)C1CCN(S(=O)(=O)N2CCC3(CC2)OCCO3)CC1)c1ccccc1 (configuration not stated) | 6 | -4 | -10 | 2 | -1.9 | -4 | 12 | -2 | 100 | 10 | -4
C[C@@H]1CN(Cc2cn(C)nc2-c2cccc(Cl)c2)C[C@H](C)O1 | -1 | -3 | -2 | -5 | -0.6 | -2 | 1 | 7 | 96 | 2 | 163
O=C(CCNC(=O)c1ccc(Cl)cc1)Nc1ccc(S(=O)(=O)N2CCOCC2)cc1 | -2 | -12 | -1 | -2 | -0.3 | 3 | 19 | -9 | 99 | 1 | -8
O=C(Nc1nnc(CC(=O)N2CCOCC2)s1)c1cccs1 | 2 | 2 | -41 | 0 | -2.2 | -3 | -2 | 2 | 71 | 41 | -10
O=C(O)C(Cc1ccccc1)N1C(=O)/C(=C/C=C/c2ccco2)SC1=S (configuration not stated) | 4 | 3 | -38 | -11 | · | + | 1 | -9 | 88 | 38 | ·
CCN(c1ccccc1)S(=O)(=O)c1cc2c(cc1C)N(C)CCO2 | -10 | -5 | -9 | -10 | 0.9 | · | -6 | -2 | 109 | 9 | -14
CCCCn1c(N)c(N(CCOC)C(=O)c2ccco2)c(=O)[nH]c1=O | 0 | -2 | -15 | -2 | -0.5 | 7 | -1 | 8 | 94 | 15 | 1
CCC(c1nnnn1CCc1ccccc1)N(Cc1ccco1)Cc1cc2cccc(C)c2[nH]c1=O (configuration not stated) | 2 | 1 | 3 | -5 | 0.4 | 1 | 0 | -2 | 117 | -3 | -24
CCC(C(=O)NCc1ccco1)n1nc(C)n2c(cc3occc32)c1=O (configuration not stated) | 1 | -15 | -16 | 0 | 2.2 | -2 | 6 | -1 | 95 | 16 | 1
COc1ccc(C2CC(=O)N(C)c3ccccc3S2)cc1OC (configuration not stated) | -3 | 5 | 15 | 0 | -0.2 | 1 | 10 | 35 | 94 | -15 | -9
C=CCOc1cccc(C2/C(=C(\O)c3ccc(F)cc3)C(=O)C(=O)N2CCN(C)C)c1 (configuration not stated) | 1 | 3 | -22 | -4 | -2.3 | 4 | -8 | -4 | · | 22 | -8
Cc1ccc(CNc2ncc(-c3ccc4c(c3)OCO4)n2C)cc1 | -4 | -2 | 14 | -7 | -0.8 | · | -3 | 4 | 104 | -14 | -12
O=[N+]([O-])c1ccc(Cn2cc(-c3cccc(C(F)(F)F)c3)nn2)cc1 | -2 | -2 | 23 | -1 | 0.6 | · | 6 | 1 | 103 | -23 | 190
S=c1[nH]c2ccc(Cc3ccc4[nH]c(=S)[nH]c4c3)cc2[nH]1 | 8 | -1 | 48 | 6 | 3.6 | 2 | 16 | · | 97 | -48 | -14
COc1ccc(OC)c(NC(=O)[C@@]2(CC(=O)O)CC(/C=C/c3ccccc3)=NO2)c1 | -4 | 3 | -20 | -11 | -1.2 | 0 | -1 | -6 | 115 | 20 | -1
CN(C(=O)COC(=O)Cc1c(F)cccc1Cl)c1c(N)n(Cc2ccccc2)c(=O)[nH]c1=O | -3 | -1 | -4 | -7 | 1.1 | · | -2 | 2 | · | 4 | 0
CCN(CC)CCN(C(=O)CCS(=O)(=O)c1ccccc1)c1nc2c(C)cc(C)cc2s1 | -2 | -1 | -10 | 56* | -0.2 | -1 | -3 | -12 | · | 10 | 44
COc1ccc(C)cc1N(CC(=O)N1CCCC1)S(=O)(=O)c1ccccc1 | -3 | 6 | 8 | -6 | 0.1 | -3 | 0 | 11 | 100 | -8 | -2
CN1c2ccccc2C(O)=C(C(=S)Nc2ccc(Cl)cc2)S1(=O)=O | 4 | 8 | -5 | -3 | -0.2 | 9 | 25 | · | 95 | 5 | 76
O=C(C1CC1(c1ccccc1)c1ccccc1)N1CCOCC1 (configuration not stated) | -18 | -13 | 9 | -4 | 0.2 | 2 | 10 | 4 | · | -9 | 3
CCC(C)(C(=O)NC1CCCCC1)N(Cc1ccco1)C(=O)c1cnccn1 (configuration not stated) | 2 | 0 | -29 | -1 | 0.3 | -1 | 28 | -9 | 105 | 29 | 14
CCCNC(=O)c1ccc(SCC(=O)N(CC)CC)c([N+](=O)[O-])c1 | -1 | 1 | 20 | 1 | -2.6 | 0 | 0 | -2 | 96 | -20 | 133
O=C(Oc1ccc[nH]c1=O)c1cc([N+](=O)[O-])cc([N+](=O)[O-])c1 | 0 | 9 | -10 | -2 | 2.1 | 1 | -3 | 18 | 103 | 10 | 4
